ADAM10 inh: human ADAM10 inhibitors, primary screen, biochemical, QFRET, HTS | Disintegrin and metalloproteinase domain-containing protein 10 (Homo sapiens), O14672 | recombinant ADAM10, EDANS/DABCYL FRET peptide cleavage, 3 h | inhibition, % at 7 µM | 370,000 tested, 0.62% active | AID 720582, 2013;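 active = inhibition above a per-campaign cutoff equal to the mean of compounds falling between control-based bounds plus 3 SD, cut at about 20% in these data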;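 note: 0% = DMSO wells while the 100% control is not disclosed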
Target sequence (O14672 214-748 limits assumed): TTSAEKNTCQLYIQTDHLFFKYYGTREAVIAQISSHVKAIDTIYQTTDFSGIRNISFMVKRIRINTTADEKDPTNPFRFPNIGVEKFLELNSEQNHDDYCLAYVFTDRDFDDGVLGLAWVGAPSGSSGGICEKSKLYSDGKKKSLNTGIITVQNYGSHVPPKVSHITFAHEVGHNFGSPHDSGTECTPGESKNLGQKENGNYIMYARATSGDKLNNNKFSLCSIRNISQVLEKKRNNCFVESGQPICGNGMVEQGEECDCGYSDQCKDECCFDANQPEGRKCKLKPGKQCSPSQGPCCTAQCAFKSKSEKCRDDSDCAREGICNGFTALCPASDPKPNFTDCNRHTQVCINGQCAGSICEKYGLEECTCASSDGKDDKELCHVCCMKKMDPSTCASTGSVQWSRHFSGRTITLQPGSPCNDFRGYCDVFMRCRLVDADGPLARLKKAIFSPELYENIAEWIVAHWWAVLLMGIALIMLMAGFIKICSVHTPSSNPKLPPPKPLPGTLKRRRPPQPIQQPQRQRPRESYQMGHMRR
ADAM17 inh: ADAM17 inhibitors, primary screen, biochemical, QFRET | recombinant ADAM17, EDANS/DABCYL FRET peptide cleavage | Disintegrin and metalloproteinase domain-containing protein 17 (Homo sapiens), P78536 | inhibition, % at 6.95 µM | AID 720648, 2013 | 370,000 tested, 0.83% active;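 active = inhibition above the mean of compounds lying between control limits plus 3 SD, set per campaign, cut at about 8.5% in these data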;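 note: 0% = DMSO-only wells as the low control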
Target sequence (P78536 215-824 limits assumed): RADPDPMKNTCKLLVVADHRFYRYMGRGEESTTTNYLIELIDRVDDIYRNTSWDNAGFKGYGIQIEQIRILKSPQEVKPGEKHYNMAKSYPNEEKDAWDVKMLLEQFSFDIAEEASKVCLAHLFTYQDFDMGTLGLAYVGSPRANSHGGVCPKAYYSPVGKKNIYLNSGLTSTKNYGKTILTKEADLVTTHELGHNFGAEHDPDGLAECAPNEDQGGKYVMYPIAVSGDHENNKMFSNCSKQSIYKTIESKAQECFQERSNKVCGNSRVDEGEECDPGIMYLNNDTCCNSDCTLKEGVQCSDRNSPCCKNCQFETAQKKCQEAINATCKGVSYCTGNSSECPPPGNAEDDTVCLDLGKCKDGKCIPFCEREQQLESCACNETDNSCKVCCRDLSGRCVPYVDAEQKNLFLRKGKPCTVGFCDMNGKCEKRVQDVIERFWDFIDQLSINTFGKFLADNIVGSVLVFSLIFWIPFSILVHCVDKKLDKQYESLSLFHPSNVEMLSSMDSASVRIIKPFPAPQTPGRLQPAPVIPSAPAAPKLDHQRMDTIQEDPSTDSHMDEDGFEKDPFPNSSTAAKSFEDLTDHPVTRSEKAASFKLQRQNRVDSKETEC
NPR1 activator: GC-A stimulated cGMP production enhancers – HEK293 GC-A cells, cGMP TR-FRET, EC30 ANP, primary screen. Atrial natriuretic peptide receptor 1 (Homo sapiens), P16066. 0% at EC30 ANP, 100% saturating ANP. activation, % at 10 µM. 370,000 tested, 0.14% active; in the data active = activation above about 40%
ssDAF-12 act: S. stercoralis DAF-12 nuclear receptor activators, primary screen, cell-based, luminescence, HEK293, GRIP1 co-expression, lit1-tk-luc. 370,000 tested, 1% active. activation, % at 6.8 µM. AID 652126, 2013. HEK293 ssDAF-12/GRIP1 lit1-tk-luc reporter; % of 3 µM dafachronic acid response. Nuclear hormone receptor DAF-12 (Strongyloides stercoralis);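 active = activation above the mean over all tested compounds plus 3 SD, cut at about 0.9% in these data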;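 note: 0% = DMSO-only wells and 100% = 3 µM delta7-dafachronic acid wells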
DAX1 inh-1: DAX1 (NR0B1) inhibitors, primary screen, cell-based, HEK293, Gal4-DAX1, luciferase luminescence | 340,000 tested, 0.99% active | HEK293 Gal4-DAX1 luciferase reporter | Nuclear receptor subfamily 0 group B member 1 (Homo sapiens), P51843 | AID 504766, 2011 | inhibition, % at 6.75 µM;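 active = inhibition above the mean over all tested compounds plus 3 SD, cut at about 4.2% in these data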;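 note: 0% = DAX1-transfected cells with DMSO and 100% = empty-vector control cells with DMSO; inhibition shows as a rise in luminescence from relieved DAX1 repression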
DAX1 inh-2: DAX1 (NR0B1) inhibitors on StAR promoter, primary screen, cell-based, luminescence, SF-1 (NR5A1), full-length DAX-1 | HEK293T StAR-luciferase reporter, SF-1/DAX-1 repression relief | inhibition, % at 6.8 µM | 370,000 tested, 1.1% active | AID 652010, 2013;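 active = inhibition above the mean over all tested compounds plus 3 SD, cut at about 3.6% in these data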;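 note: 0% = DAX-1 cells with DMSO and 100% = cells lacking DAX-1 with DMSO; higher inhibition means more luminescence from relief of DAX-1 repression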
hcDAF12 agonist: H. contortus DAF-12 nuclear receptor activators, primary screen, cell-based, luminescence, HEK293, lit1-tk-luc reporter. 370,000 tested, 1.4% active. AID 652067, 2013. HEK293 hcDAF-12 lit1-tk-luc reporter; 0% DMSO, 100% Δ7-dafachronic acid. activation, % at 6.8 µM;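 active = activation above the mean of all tested compounds plus 3 SD, cut at about 5.5% in these data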;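 note: 100% = response to 3 µM Δ7-dafachronic acid high control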
hgDAF12 agonist: H. glycines DAF-12 receptor agonists, primary screen, cell-based, luminescence, HEK293, GAL4 fusion, UAS-luciferase; Nuclear hormone receptor DAF-12 (Heterodera glycines), GAL4 fusion; HEK293 GAL4-hgDAF12 UAS-luciferase reporter, agonist luminescence; normalized to butyrate control; 370,000 tested, 1.8% active; AID 687014, 2013; activation, % at 6.8 µM;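 active = activation above a cutoff set at the mean of all screened compounds plus 3 SD, cut at about 10% in these data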;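 note: 0% = DMSO wells and 100% = sodium butyrate wells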
SMARCA2 act: SMARCA2 (BRM) function activators, primary screen, cell-based, luminescence, high throughput; activation, % at 9.1 µM; 370,000 tested, 1% active; MG213 cells, MMTV-luciferase reporter, dexamethasone, overnight; in the data active = activation above about 7.8%;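 note: 0% = vehicle wells and 100% = reference activator wells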
PG9 Ab binder: binders of HIV-1 gp120 antibody PG9, primary screen, biochemical, TR-FRET; TR-FRET gp120-PG9 antibody binding; inhibition, % at 6.7 µM; 360,000 tested, 0.43% active; AID 624416, 2012; in the data active = inhibition above about 8.5%
GAA850 FXN act: FXN promoter activators, primary screen, cell-based, luciferase luminescence, HEK293 lucGAA850; HEK293 lucGAA850 FXN promoter luciferase reporter, 24 h; percent of 10 µM SAHA response; activation, % at 6 µM; 360,000 tested, 0.56% active; AID 540364, 2011;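 active = activation above the average of all compounds screened plus 3 SD, cutoff fixed separately per campaign, cut at about 7.5% in these data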;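 note: 0% = DMSO wells and 100% = 10 µM SAHA wells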
The depositor's hits bear a star; / = not tested or not shown.

SMILES	ADAM10 inh	ADAM17 inh	NPR1 activator	ssDAF-12 act	DAX1 inh-1	DAX1 inh-2	hcDAF12 agonist	hgDAF12 agonist	SMARCA2 act	PG9 Ab binder	GAA850 FXN act
O=C(CN1CCN(Cc2ccc3c(c2)OCO3)CC1)Nc1ccc(N2CCOCC2)cc1	2.8	-1.8	1.1	-1.2	-0.5	0.7	0.5	0.3	-0.8	-3.5	-0.9
COc1ccc(C(CNC(=O)COc2ccccc2C)N2CCCC2)cc1 (stereo not drawn)	-7.7	-0.4	-10.7	-0.4	-0.1	0.6	0.5	0.6	-1.5	0.8	0.8
CCCNC(=O)CC1Sc2ccccc2NC1=O (stereo not drawn)	-1.4	-1.6	0.8	-1.6	2.6	0.5	-1.1	0.8	-3.5	2.0	0.3
Cc1nc(C)c(C(=O)OCC(=O)NCCc2ccc(S(N)(=O)=O)cc2)s1	-3.5	-2.0	-1.8	-0.9	0.6	0.7	-1.6	1.1	-2.5	-1.2	-0.1
CC(C)(O)CCc1c(-c2ccc(O)cc2O)oc2c3c(cc(O)c2c1=O)OC(C)(C)C=C3	10.4	6.1	6.5	-0.7	-0.6	0.3	-3.1	-0.1	1.1	-1.4	-0.6
CCS(=O)c1ccccc1C(=O)O (stereo not drawn)	-3.6	-1.8	3.3	-0.8	-1.6	0.4	-2.3	0.9	-2.2	0.0	-0.2
Cc1cc(C)c(NC(=O)COC(=O)c2c(C)noc2C)c(Cl)c1	-12.7	-2.0	0.5	-1.4	1.6	-0.5	-1.1	0.1	-4.4	3.4	1.3
O=c1[nH][nH]c2c1C(C1CCCCC1)OC(C1CCCCC1)C2 (stereo not drawn)	-15.5	-3.9	-1.5	-1.2	/	-0.2	-0.8	-3.8	-3.2	0.2	/
CSc1nc(-c2ccco2)cc(-c2ccccc2)c1C#N	-6.4	-3.1	-14.1	-1.0	0.0	0.4	-0.5	1.3	1.2	-1.4	-1.2
C=C(C)C1CC=C(C)/C(=N/NC(=O)c2ccccc2[N+](=O)[O-])C1 (stereo not drawn)	-3.0	-3.5	-10.3	-1.3	-0.8	-0.9	-2.3	-4.2	-0.6	1.6	0.2
CCC(C)NC(=O)C1CCCN1S(=O)(=O)c1ccc(Cl)cc1 (stereo not drawn)	-4.9	0.8	5.9	-1.6	1.0	0.6	0.4	-2.6	-2.7	0.6	1.0
COc1ccc(S(=O)(=O)NCc2ccco2)cc1NC(=O)c1ccccc1	10.9	-2.7	-1.7	-1.1	-0.1	0.1	-1.9	-0.1	-1.1	-1.9	-2.6
CN(C)/C=C/C(=O)c1cccc([N+](=O)[O-])c1	2.0	1.5	2.3	-0.9	/	0.4	-1.2	1.4	-1.2	-1.9	0.7
CCCCn1c(=O)[nH]c(=O)c2c1nc(-c1ccc(-c3ccccc3)cc1)n2C	-9.0	-2.9	-5.3	-1.2	0.4	-0.4	2.3	1.5	-0.5	-1.5	1.6
CC1=Nc2cccc([N+](=O)[O-])c2NC(=O)C1	-1.5	-0.9	2.3	-0.6	2.9	-0.5	0.1	-5.0	-1.5	1.3	1.3
Cc1onc(-c2c(F)cccc2Cl)c1C(=O)OCn1nnc2ccccc2c1=O	8.2	-1.5	-3.5	-1.4	-1.0	0.1	-2.6	-0.9	-2.4	1.7	0.3
CCOC(=O)c1cccc(NC(=O)CSc2nnc(-c3cccnc3)n2C)c1	-3.4	-10.3	0.6	-1.0	-0.4	-0.2	-1.3	-1.1	0.5	-0.3	-0.6
CCCCCCNc1nc(Cl)nc(NC(C)(C)CO)n1	-3.4	-4.7	-5.1	-0.9	5.3*	0.2	-1.4	0.0	-3.1	3.4	0.8
Cn1nc(C(=O)Nc2sc3c(c2C#N)CCCC3)ccc1=O	-8.7	-4.1	-1.1	-2.0	0.8	0.0	-0.7	2.3	1.2	0.8	-0.5
Cc1ccccc1C(=O)Nc1ccnn1C1CCN(Cc2cnn(C)c2)CC1	0.2	-2.8	1.5	-0.8	0.4	-1.5	2.9	4.1	-0.3	-1.3	-0.3
OCc1cn(-c2ccccc2)nc1-c1ccc(Br)cc1	16.8	7.2	1.8	-0.8	4.0	0.6	-0.2	8.7	2.7	-2.0	4.7
CCc1cc2c(-c3ccccc3)cc(=O)oc2cc1OCC(C)=O	-6.3	-9.3	-1.6	0.3	0.0	-0.5	1.4	-0.7	-2.0	-1.0	2.3
CN(CC(=O)N1CCCCCC1)S(=O)(=O)c1ccc(Br)s1	3.8	-3.4	6.2	-0.3	/	0.6	-0.8	-0.8	2.6	0.6	/
CC1CCN(C(=O)COC(=O)c2ccc(F)c(S(=O)(=O)N3CCOCC3)c2)CC1	1.4	-1.3	0.0	-0.6	1.0	-2.2	-1.7	-2.0	2.5	-1.7	1.5
COCCNC(=O)c1onc(CSc2nc3ccccc3[nH]2)c1C(=O)NCCOC	3.6	4.0	2.4	-0.6	1.1	-0.1	-1.8	-0.7	0.6	0.2	1.2

Following part.
SMILES	ADAM10 inh	ADAM17 inh	NPR1 activator	ssDAF-12 act	DAX1 inh-1	DAX1 inh-2	hcDAF12 agonist	hgDAF12 agonist	SMARCA2 act	PG9 Ab binder	GAA850 FXN act
CC1CC(NC(=O)/C(C#N)=C/c2ccc[nH]2)CC(C)(C)C1 (stereo not drawn)	1.4	-0.8	6.7	-1.5	2.4	-0.2	-0.9	-0.4	-5.1	1.8	2.0
Cc1cc(NC(=O)C2CCCCC2)ncc1NC(=O)c1ccccn1	0.7	1.5	-1.2	-0.8	0.7	0.7	0.2	8.2	2.6	-1.7	-0.8
COC(=O)c1cccc(NC(=O)CSCc2ccccc2)c1	0.1	5.3	-0.8	-0.9	1.1	0.6	1.6	2.8	-1.4	1.1	2.0
CSCC[C@H](NC(=O)Nc1ccc(C)cc1C)C(=O)O	4.3	-0.8	-5.2	-0.4	1.6	0.5	-1.8	-0.3	-1.1	-1.1	-1.5
COc1cccc(/C=N/Nc2ccc(S(=O)(=O)O)cc2)c1O	-2.3	-6.6	1.7	-1.0	-0.1	-0.1	0.7	1.4	-3.4	-1.0	2.6
COc1cccc(NC(=O)N2CCC(NC(=O)C(Cc3ccccc3F)NC(C)=O)CC2)c1 (stereo not drawn)	-20.7	-4.5	0.2	-0.9	0.0	-0.1	1.9	0.6	-1.0	-1.5	1.1
CCn1cc(CN2CCC(C(=O)Nc3cccc(-c4cccc(Cl)c4)c3)CC2)cn1	-9.3	1.0	-4.1	-0.5	0.7	-0.6	-1.0	1.3	-3.0	-2.1	2.5
CCOc1ccc(-c2cc(C(=O)N/N=C(\C)c3cccnc3)c3ccccc3n2)cc1	-71.5	-24.7	6.6	-0.7	1.3	1.5	1.5	3.3	0.4	-1.7	-2.6
CCC(C)Sc1nc2c(cnn2-c2ccc(F)cc2)c(=O)[nH]1 (stereo not drawn)	-3.2	-4.6	-0.8	-1.4	-1.0	-0.2	-2.2	0.3	-1.2	0.4	2.0
CC(C)C(=O)NC(=S)N1CCc2ccccc21	-6.2	-1.4	-0.7	0.2	0.6	0.4	5.5	3.5	-5.1	-0.9	2.7
COC(CN(C)C(=O)c1cn(C)c2ccc(S(=O)(=O)N(C)C3CCCCC3)cc2c1=O)OC	-1.1	-3.7	2.4	-1.0	-0.1	-0.2	-0.2	0.3	-2.5	-2.1	-1.4
O=[N+]([O-])c1ccc(S(=O)(=O)NCCCc2ccccc2)cc1	2.1	-1.0	-3.7	-1.9	/	-0.1	1.1	-0.6	-4.1	-0.3	1.1
O=C(N[C@@H](c1ccccc1)[C@H](O)c1ccccc1)[C@@H]1CCCN1C(=O)OCc1ccccc1	-0.7	0.7	-0.4	-0.8	3.0	0.2	-1.3	0.1	-0.8	-1.1	-0.4
O=CNc1cc(-c2ccoc2)cn2c(-c3ccc(F)cc3)cnc12	-94.3	-28.4	-2.7	-0.8	/	1.0	0.9	1.6	-1.2	0.7	-0.6
CSc1ccc(/C=N/NC(=O)c2cccc(Cl)c2)cc1	-8.3	-6.1	-2.3	0.9	1.8	3.3	2.4	15.8*	7.5	-0.1	2.9
c1ccc(N/N=C(\Cc2ncc[nH]2)c2ccccc2)cc1	-20.6	-5.1	2.5	-1.2	2.4	1.7	1.6	0.1	-5.0	-1.7	-0.7
O=c1[nH]c(C2CCCN(S(=O)(=O)c3cccc(F)c3)C2)nc2c1nnn2Cc1ccccc1 (stereo not drawn)	5.1	4.2	4.1	-1.4	0.9	0.2	-2.8	-0.1	-0.4	1.0	2.0
Cc1cc(Cl)ccc1NC(=S)NCc1ccc(S(N)(=O)=O)cc1	5.4	-2.8	3.0	-1.0	0.7	0.2	-0.6	1.0	0.7	-1.0	-0.8
c1ccc(Cn2c(NCc3ccncc3)nc3ccccc32)cc1	3.8	-3.2	-20.5	-1.6	1.2	-1.0	-1.2	0.7	2.3	-1.0	1.5
COc1ccc(S(=O)(=O)N2CCCCC2c2cc(C(=O)Nc3ccccc3)no2)cc1 (stereo not drawn)	-1.5	5.1	3.9	-1.7	/	1.0	1.0	-0.5	-2.1	-0.1	0.0
CN(C(=O)COC(=O)c1cc(S(=O)(=O)N2CCOCC2)ccc1Cl)C1CCS(=O)(=O)C1 (stereo not drawn)	3.8	-2.5	-0.5	-0.7	-0.3	-0.1	-0.4	1.2	0.8	-0.9	0.2
O=C(Nc1ccc(OCC(F)(F)C(F)F)c(C(F)(F)F)c1)c1ccccc1O	-15.3	-1.9	15.3	-2.0	-5.7	-4.2	-4.0	-10.0	-9.6	-0.8	-7.8
CC(C)(C)NC(=O)C(=O)NCc1ccncc1	1.7	-1.0	-0.2	-1.4	0.3	0.2	-1.5	-1.1	0.5	-1.6	2.0
CCc1nnc(NC(=O)CSc2nnc(COc3ccc(C)cc3)n2-c2ccccc2)s1	3.2	-2.0	0.2	-1.1	-0.5	-0.8	-1.3	0.7	0.8	-0.5	1.2
CCC(=O)N1CCc2cc(S(=O)(=O)CCC(=O)N3CCN(c4ccc(Cl)cc4)CC3)ccc21	4.2	-3.7	1.5	-1.0	-1.0	-2.2	1.8	-1.8	-1.9	-1.5	-2.4
COC(=O)[C@]12C[C@H](CC(=O)N3CCN(C(=O)C4CC4)CC3)C(=O)N(CCc3ccc(OC)c(OC)c3)C1=C[C@H](C(C)C)O[C@@H]2C1CC1	-1.6	-3.4	5.0	-0.9	/	0.3	0.9	3.3	-2.2	/	/
O=C(Nc1ccccc1N1CCCC1)c1cc(Cl)ccc1Cl	0.2	-2.4	2.8	-1.4	-0.4	0.0	-0.7	1.9	-3.0	-3.7	2.6

Screens from PubChem BioAssay.
